# Myeloid diff MLP: compounds promoting myeloid differentiation; ER-HoxA9 myeloid progenitors, lysozyme-GFP differentiation, flow cytometry; calls only at 10 µM; 1% of 360,000 active;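 active = normalized GFP-positive differentiation at or above the plate's own cutoff, the solvent-only control mean plus 3 SD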;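 note: cells exposed to compound for four days before flow analysis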
# Salmonella PhoP GFP: PhoP-dependent GFP reporter repression – Salmonella Typhimurium, primary screen (AID 1863); 0.16% of 300,000 active; S. Typhimurium PhoP-regulated promoter GFP reporter, 4 h; higher % means a stronger effect; inhibition, % at 50 µM; hits with a dose series show IC50 in µM;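 active = inhibition over 29.93%, a cutoff 3 SD above the screen mean, later confirmed by dose response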;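 note: 0% = low Mg2+ inducing control and 100% = high Mg2+ repressing control; strong numbers were not always called active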
# HIV fusion peptide: cell-free HIV fusion peptide-binding blockers – biochemical, uHTS, fluorescence dequenching, primary screen (AID 1986). 0.3% of 290,000 active. one-dose inhibition, % at 20 µM; IC50 in µM for titrated hits. cell-free peptide binding, fluorescence dequenching, 30 min; higher % means a stronger effect; in the data active = inhibition mostly above about 52%, no sharp cut-off; inactive = mostly below about 76%; note: some results filed as inactive read as strong as hits
# KOR beta-arrestin-1: KOR antagonists, beta-arrestin recruitment, cell-based, luminescence, uHTS (AID 1778) | KOR beta-arrestin recruitment, luminescence, antagonist mode; higher % means a stronger effect | inhibition, % at 10 µM; hits with a dose series show IC50 in µM | 0.091% of 290,000 active; note: strong numbers were not always called active
# NOD2 inhibition: NOD2 signaling inhibitors, cell-based, luminescence, uHTS, HEK293 (AID 1566); 0.63% of 290,000 active; HEK293 NOD2/NF-kB luciferase reporter, luminescence; higher % means a stronger effect; one-dose inhibition, % at 4 µM; EC50 in µM for titrated hits; note: many of its hits are not listed in these tables
# SIAH1 antagonists: Siah-1 peptide-binding antagonists, primary screen, biochemical, fluorescence polarization, rhodamine-plectin, uHTS (AID 1817) | Siah-1 / rhodamine-plectin peptide fluorescence polarization; higher % means a stronger effect | displacement, % at 20 µM, or IC50 in µM where a hit was titrated | 0.02% of 290,000 active;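 active = displacement of at least 50% at 20 µM, with a fluorescence ratio check between 0.3 and a set limit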;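 note: plate controls were Siah plus tracer with DMSO for no effect and tracer alone without Siah for full effect; strong numbers were not always called active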
# LYP inhibition: inhibitors of LYP phosphatase, biochemical, fluorescence intensity, uHTS (AID 1779); inhibition, % at 11.5 µM; hits with a dose series show IC50 in µM; 0.054% of 290,000 active; recombinant LYP phosphatase, fluorescence intensity; higher % means a stronger effect;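 note: plate controls were vehicle with enzyme for no effect and no enzyme for full effect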
# NOD1 inhibition: inhibition of NOD1-driven NF-kB reporter – cell-based, luminescence, uHTS, primary screen (AID 1578). inhibition, % at 4 µM, or EC50 in µM where a hit was titrated. NOD1-driven NF-kB luciferase reporter cells, luminescence; higher % means a stronger effect. 1% of 290,000 active; in the data active = inhibition mostly above about 36%, no sharp cut-off; inactive = mostly below about 34%;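 note: HEK-293T reporter cells stimulated with the NOD1 agonist gamma-tri-DAP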
# KOR beta-arrestin-2: kappa opioid receptor activators – cell-based, luminescence, uHTS, primary screen (AID 1777) | activation, % at 10 µM; hits with a dose series show EC50 in µM | 0.02% of 280,000 active | KOR beta-arrestin recruitment, luminescence; higher % means a stronger effect; in the data active = activation above about 50%, passing the limit was not always enough; note: a part of the inactive calls stands beside numbers as strong as those of hits
# Myeloid diff MLP GFP+ MAC1+ %: also measured in Myeloid diff MLP; calls as there; GFP+ MAC1+ double positive, %; measured here: differentiation confirmed by MAC1 staining
# Numbers without * were called inactive; i = inactive; . = no result given; + = active, no number; & = joins results of further samples; [ ] = another dose, or the depositor's remark. Cut-off read from the data, not from the text of the source, unless noted: active = inhibition above about 50%; inactive = the rest. Only part of the results is shown; rates above refer to the full screens.
SMILES,Myeloid diff MLP,Myeloid diff MLP GFP+ MAC1+ %,Salmonella PhoP GFP,HIV fusion peptide,KOR beta-arrestin-1,NOD2 inhibition,SIAH1 antagonists,LYP inhibition,NOD1 inhibition,KOR beta-arrestin-2
COc1ccc(CN2CC(C(=O)NCCCN3CCN(C)CC3)CC2=O)cc1 (stereo not drawn),i,1.1,1%,0.7%,-8%,10%,-2%,-1%,-5%,5.0%
CCSc1nnc(NC(=O)C2CCCCC2C(=O)OCC(F)(F)C(F)F)s1 (stereo not drawn),i,1.2,-2%,-1.4%,-43%,6%,0%,-1%,21%,-1.9%
Cc1ccn2c(C(=O)N/N=C\c3cccs3)c(C)nc2c1,i,7.8,8%,0.2%,-2%,-3%,0%,4%,-11%,-2.6%
CC(=O)N1CCN(c2cc(N3CCc4ccccc4C3)c(F)cc2[N+](=O)[O-])CC1,i,0.6,7%,-1.2%,13%,9%,2%,3%,.,0.1%
Cc1cc(C)c[n+](-c2nc3ccccc3nc2C(=C=[N-])C#N)c1,i,0.2&1.2,3%&-1%,2.3%&-1.3%,8%&4%,5%&14%,3%&1%,-4%&-2%,-41%&-22%,-9.8%&-5.8%
Cc1cc(CN2C(=O)c3ccccc3C2=O)cc(N2CCOCC2)c1,i,3.2,-8%,-2.9%,30%,-5%,2%,-6%,2%,-7.5%
O=C(Cc1ccccc1)NCC(=O)N/N=C/c1ccc([N+](=O)[O-])s1,i,4.8,-1%,1.5%,-10%,37%,3%,-5%,-6%,-2.6%
O=C(CSc1ccc(-c2ccco2)nn1)NCc1ccccc1Cl,i,0.5,2%,0.9%,13%,10%,-3%,0%,-19%,-0.8%
O=C1[C@@H]2CSCN2C(=O)CN1Cc1ccccc1F,i,0.3,8%,0.1%,22%,6%,-1%,-8%,-6%,-5.4%
Cc1ccc(C)c(OCC(=O)NNC(=O)c2ccc(NC(=O)C3CC3)cc2)c1,i,2.5,0%,-0.3%,-9%,-2%,2%,-6%,-37%,3.3%
COc1ccc2nc(SCC(=O)N3CCCCCC3)c(C#N)cc2c1,i,1.3,-5%,-0.2%,-13%,5%,4%,2%,-32%,-2.9%
CNc1ccc(/C=C2\CSc3ccccc3C2=O)cc1[N+](=O)[O-],i,0.7,7%,-1.4%,-37%[20 µM],-279%,0%,-2%,73%*,-0.6%
CCOC(=O)c1c(-c2ccc(-c3ccccc3)cc2)csc1NC(=O)c1cccc(N2C(=O)CCC2=O)c1,i,0.4,-9%,2.3%,0%,21%,-6%,4%,18%,18%
O=C(Nc1ccccc1)c1cccc(S(=O)(=O)N2CCCCC2)c1,i,0.4,-3%,0.8%,30%,27%,-7%,-12%,2%,-6.2%
COC(=O)CNC(=O)c1cn(CC(C)C)c(=O)c2cc(OC)c(OC)cc12,i,0.6,9%,-1.3%,-15%,4%,3%,6%,-22%,2.7%
COc1ccc(NC(=O)CCS(=O)(=O)c2cccc3nonc23)c(OC)c1,i,1.0,-7%,-0.6%,14%,-12%,0%,4%,.,2.8%
CCCCCOc1ccc(C(=O)CCC(=O)N2CCCC2)cc1,i,2.0,-7%,0.4%,-47%,0%,1%,-7%,-5%,0.4%
CCOC(=O)c1ccc(CSc2n[nH]c(C)n2)o1,i,0.5,5%,-0.2%,-10%,-6%,-2%,-13%,-3%,-0.2%
C=CCn1c(SC(F)F)nc2scc(-c3ccco3)c2c1=O,i,2.5,-1%,2.3%,-20%,12%,-4%,-2%,-11%,0.0%
CN(C)S(=O)(=O)c1cccc(NC(=O)Cc2ccsc2)c1,i,2.8,6%,-0.4%,-32%,18%,5%,-6%,-26%,-3.5%
OCCNc1ncnc2c1c(-c1ccccc1)c(-c1ccccc1)n2Cc1ccco1,i,2.9,10%,-3.3%,12%,16%,-5%,1%,18%,-3.5%
Cc1cc(Cl)ccc1OCC(=O)NNC(=O)c1cccs1,i,0.3,0%,1.3%,1%,19%,-1%,-14%,-14%,4.0%
Cc1cc(C)cc(Nc2ccc([N+](=O)[O-])nc2[N+](=O)[O-])c1,i,4.4,10%,0.8%,-14%,8%,2%,-6%,5%,1.4%
NS(=O)(=O)c1ccc(CCNC(=O)c2ccc3c(c2)N(Cc2ccccc2)CCS3)cc1,i,1.3,5%,3.1%,-32%,28%,0%,-16%,2%,-0.5%

# One compound at a time, as listed above. Order of screens: Myeloid diff MLP	Myeloid diff MLP GFP+ MAC1+ %	Salmonella PhoP GFP	HIV fusion peptide	KOR beta-arrestin-1	NOD2 inhibition	SIAH1 antagonists	LYP inhibition	NOD1 inhibition	KOR beta-arrestin-2
# O=C1[C@@H]2CSCN2C(=O)CN1Cc1ccccc1F in the list: i	0.3	8%	0.1%	22%	6%	-1%	-8%	-6%	-5.4%
# Cc1ccn2c(C(=O)N/N=C\c3cccs3)c(C)nc2c1 in the list: i	7.8	8%	0.2%	-2%	-3%	0%	4%	-11%	-2.6%

# (cont.)
SMILES,Myeloid diff MLP,Myeloid diff MLP GFP+ MAC1+ %,Salmonella PhoP GFP,HIV fusion peptide,KOR beta-arrestin-1,NOD2 inhibition,SIAH1 antagonists,LYP inhibition,NOD1 inhibition,KOR beta-arrestin-2
Cc1ccc(Cn2nc(C)cc2C(=O)Nc2ccccc2Cl)cc1,i,0.4,3%,-1.3%,28%,-39%,-1%,-5%,-7%,-3.6%
O=C(NCCc1c[nH]c2ccccc12)C1CCN(S(=O)(=O)c2ccccc2)CC1,i,0.2,-2%,-0.9%,-3%,-34%,4%,0%,-2%,7.4%
CC1CCN(CCCCOc2ccc(Cl)cc2)CC1,i,0.5,3%,-0.6%,20%,-52%,3%,-8%,-6%,-0.4%
Cn1ncc([N+](=O)[O-])c1C(=O)Nc1ccc(C2CCCCC2)cc1,i,0.5,0%,2.6%,3%,-2%,3%,2%,-43%,-1.4%
Cn1c(Cc2ccccc2)nnc1SCC(=O)Nc1ccc2c(c1)OCCO2,i,13,10%,0.3%,-20%,-8%,2%,-4%,-15%,-1.0%
CC1CN(C)C(C)c2c1oc1ccc([N+](=O)[O-])cc21 (stereo not drawn),i,0.3,3%,0.9%,-32%[20 µM],9%,2%,-2%,-24%,.
CCc1c(C)nc(SCC(=O)N2CCCCC2CC)[nH]c1=O (stereo not drawn),i,0.5,-3%,2.3%,-19%,3%,-2%,-8%,-11%,3.1%
Cc1ccccc1-n1c(C)c(C#N)c(=O)c(-[n+]2ccccc2)c1[S-],i,0.4,-6%,2.8%,6%,6%,-2%,0%,-37%,-0.3%
O=C(CSc1nnc(SCc2ccccc2)s1)N/N=C/c1ccc(Cl)cc1Cl,i,0.8,-11%,-1.2%,-32%,-3%,-1%,2%,-39%,25%
NC(=O)c1cccnc1Sc1ccc(Cl)cc1,i,0.2,25%,-1.0%,11%,11%,1%,-7%,-18%,-3.0%
Cc1ccc(OCC(=O)NCCCNC(=O)COc2ccc(C)cc2)cc1,.,.,.,-1.5%,8%,6%,7%,-7%,-10%,5.7%
CCOc1ccc(CN2CCCC(CNC(=O)c3ccc(F)cc3)C2)cc1CO (stereo not drawn),i,0.2,6%,-2.0%,-13%[20 µM],0%,0%,-4%,-35%,.
O=C(CCCN1C(=O)c2ccccc2C1=O)Nc1ccc(S(=O)(=O)N2CCCCC2)cc1,i,12,-7%,23%,-27%,-15%,0%,-5%,-15%,-2.4%
Cc1nn(CC(=O)N2CCN(C34CC5CC(CC(C5)C3)C4)CC2)c(C)c1[N+](=O)[O-],i,0.6,-3%,0.8%,-10%,2%,3%,-12%,-31%,-2.7%
CCO[C@H]1OC(C(=O)NCc2ccccc2)=C[C@@H](c2ccccc2)[C@@H]1CCCO,i,2.5,-6%,0.8%,-16%,27%,0%,0%,-1%,1.2%
CCN(CC)c1ccc(C2C3CCCCC3(O)CCN2CC(=O)N2CCCCC2)cc1 (stereo not drawn),i,1.1,4%,2.5%,30%,-10%,-2%,-2%,25%,12%
COc1ccc(F)cc1S(=O)(=O)NC1CCCC1,i,0.6,3%,1.2%,-36%,-16%,1%,-5%,-34%,5.9%
CCCC(=O)NC(Nc1ccccc1F)C(Cl)(Cl)Cl (stereo not drawn),.,.,-4%,-0.7%,-18%,-3%,1%,-4%,-3%,2.0%
CCn1ncc(NC(=S)Nc2ccc3c(c2)OCO3)c1C(N)=O,i,0.4,-8%,7.3%,11%,0%,5%,-7%,-17%,-2.6%
Cc1cc(-c2ccco2)n2c(nc3ccccc32)c1C#N,i,0.4,-11%,8.9%,3%,5%,-3%,3%,9%,4.1%
CCOc1ccccc1-n1nnnc1SCC(=O)O,i,0.4,-7%,0.2%,1%,17%,17%,-4%,0%,-3.2%
O=C1OC(Nc2ccc3ncccc3c2)c2ccccc21 (stereo not drawn),.,.,5%,-2.4%,-14%,2%,-3%,-4%,16%,-1.5%
Cc1nn(C)c(C)c1NC(=O)C12CC3CC(CC(C3)C1)C2,i,0.6,7%,-1.4%,4%,-2%,-6%,-3%,12%,1.5%
COC(=O)c1ccccc1NC(=O)CSc1nnc(C(CO)NC(=O)c2ccccc2)n1C (stereo not drawn),i,9.0,7%,0.4%,25%,13%,1%,-4%,-11%,2.4%
CCCSc1nc(C)c2cc(C)cc(C)c2n1,+,11*,3%,-2.3%,-34%,1%,3%,-6%,4%,0.7%
CCOC(=O)N1CCC(n2c(=S)[nH]c3cc(OC)c(OC)cc3c2=O)CC1,i,0.7,-9%,-1.8%,4%,-3%,1%,-5%,-35%,-2.2%
FC(F)Oc1ccc(NC(=S)N2CCc3ccccc32)cc1,i,0.4,-1%,0.0%,-11%,-20%,5%,1%,-16%,-1.5%
CCS(=O)(=O)N1Cc2ccccc2CC1C(=O)OCC(=O)Nc1ccc(SC(F)F)cc1 (stereo not drawn),i,2.6,-2%,2.5%,20%,9%,4%,-1%,-21%,-0.4%
O=C(O)CCCCCCCCc1cn(CC2CCCCC2)nn1,i,0.4,-2%,0.6%,2%[20 µM],-2%,0%,0%,-11%,1.3%
CCC(C)(C)NC(=O)c1ccc2c(c1)S(=O)(=O)c1ccccc1C2=O,i,0.7,-2%,-4.0%,-36%,7%,0%,-5%,-1%,4.3%
COC(=O)c1ccc(COc2nc(C)cc(C)c2C#N)o1,i,4.2,5%,-0.2%,2%,8%,1%,-4%,-18%,1.5%
CC1=C(C(=O)OC2CCCCCCC2)C(c2cccc(O)c2)NC(=O)N1 (stereo not drawn),i,5.6,-4%,0.1%,7%,16%,1%,12%,.,-2.4%
COc1cccc(C(=O)CSc2nnc(-c3cccs3)o2)c1,i,6.4,-9%,-2.8%,-12%,-2%,1%,-2%,-13%,-2.8%
Cc1nc2c(nnn2Cc2c(Cl)cccc2Cl)c(=O)[nH]1,i,0.6,6%,0.4%,-19%[20 µM],11%,2%,-7%,-12%,1.1%
Cc1cc(C(=O)CN2C(=O)NC3(CCCc4ccccc43)C2=O)c(C)n1Cc1ccccc1 (stereo not drawn),i,0.6,-2%,4.2%,4%,4%,-5%,3%,-9%,1.7%

# Compound activity from PubChem.
